NALP1 inh: NALP1 inflammasome inhibitors in reconstituted yeast, colorimetric, S. cerevisiae, triplicate retest; S. cerevisiae NALP1/ASC/caspase-1 growth, X-gal OD620, 72 h; inhibition, % at 10 µM; 0.61% of 280,000 active; AID 2071, 2009; in the data active means inhibition mostly above about 24%, no sharp cut-off; inactive means mostly below about 32%; further: some compounds called inactive have numbers as strong as hits
MEKK2wt PB1 HTS: modulators of MEK5 binding to wildtype MEKK2, primary screen, biochemical, multiplex bead flow cytometry, Alexa488-MEK5. Alexa488-MEK5 binding to MEKK2 WT; actives lie on both sides. Mitogen-activated protein kinase kinase kinase 2 (Homo sapiens), Q9Y2U5. 1.1% of 290,000 active. binding response (% of control), % at 10 µM. AID 1531, 2009; in the data active means binding response below about 67% or above about 130%
OXTR ag: human OXTR agonists, primary screen, fluorescence, CHO-OTR cells, Fluo-8 calcium; Oxytocin receptor (Homo sapiens), P30559; Fluo-8 calcium fluorescence; normalized: DMSO 0%, oxytocin 100%; activation, % at 3 µM; 0.32% of 320,000 active; AID 2435, 2010;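 active means activation above the mean of all tested compounds plus 3 SD, cutoff set per screening run, cut at about 20% in these data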;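 further: peak over basal fluorescence ratio from a 100 s FLIPR kinetic read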
Target sequence (P30559 whole entry, looked up): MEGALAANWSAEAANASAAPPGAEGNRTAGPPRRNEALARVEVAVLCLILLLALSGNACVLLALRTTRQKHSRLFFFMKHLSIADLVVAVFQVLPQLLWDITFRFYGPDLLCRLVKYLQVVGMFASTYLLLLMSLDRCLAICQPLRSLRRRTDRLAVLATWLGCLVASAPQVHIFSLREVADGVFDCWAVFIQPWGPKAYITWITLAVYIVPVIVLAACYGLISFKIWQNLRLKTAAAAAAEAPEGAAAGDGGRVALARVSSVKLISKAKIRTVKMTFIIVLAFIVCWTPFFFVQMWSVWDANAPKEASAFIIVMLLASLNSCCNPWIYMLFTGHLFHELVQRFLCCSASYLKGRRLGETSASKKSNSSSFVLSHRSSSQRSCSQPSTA
GPR7 antagonist: GPR7 receptor antagonists, primary screen, cell-based, fluorescence, single concentration; Neuropeptides B/W receptor type 1 (Homo sapiens), P48145; GPR7-expressing cells, fluorescence antagonist assay; inhibition, % at 4.4 µM; 1.1% of 290,000 active; in the data active means inhibition above about 16%, passing the limit was not always enough;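 further: cells stimulated with the agonist NPW; 0% = agonist with vehicle and 100% = vehicle without agonist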
GalR3 antagonist: GalR3 antagonists in HEK293 cells, primary screen, cell-based, fluorescence readout; Galanin receptor type 3 (Homo sapiens), O60755; HEK293 GalR3-CNG cAMP membrane potential fluorescence; galR3 body fused to GalR1 C-terminus; inhibition, % at 3 µM; 0.44% of 360,000 active;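 active means inhibition above the screen-wide average plus 3 SD, cut at about 13% in these data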;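 further: forskolin and galanin both at EC90 stimulate the cells; cAMP rise reported by CNG channel membrane potential dye signal; 0% = forskolin plus galanin with DMSO and 100% = forskolin alone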
OXTR potentiate: human OXTR potentiators, primary screen, fluorescence, CHO-OTR cells, Fluo-8 calcium. Oxytocin receptor (Homo sapiens), P30559. Fluo-8 calcium fluorescence, potentiator mode; 0% = oxytocin EC15, 100% = EC100. activation, % at 3 µM. 0.061% of 320,000 active. AID 2445, 2010;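 active means activation above that plate's cutoff, the mean activation of tested compounds plus 3 SD, cut at about 6.6% in these data, passing the limit was not always enough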;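 further: 100% uses oxytocin at 75 nM as the full agonist control; some results filed as inactive read as strong as hits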
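Material: CHO-OTR cells, human receptor; compound dosing: single dose, 3.0 µM nominal final compound concentration; schedule: 6 min compound pre-incubation at room temperature, 100 s kinetic read; measured by: kinetic Fluo-8 calcium fluorescence; read-out basis: % activation vs EC15 and EC100 oxytocin; controls: EC15 oxytocin alone as 0%, 75 nM oxytocin as 100%; replicates: singlicate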
V1aR counter: agonists of human V1a receptor, primary screen, counter-screen for OXTR agonist project, fluorescence, CHO-V1R cells. Vasopressin V1a receptor (Homo sapiens), P37288. Fluo-8 calcium fluorescence, agonist mode; 0% DMSO, 100% 3 nM vasopressin. activation, % at 3 µM. 0.25% of 320,000 active. AID 2797, 2010;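 active means activation above the mean activation of all tested compounds plus 3 SD, per screening run, cut at about 20% in these data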;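 further: signal is peak over basal fluorescence ratio across a 100 second FLIPR read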
Target sequence (P37288 whole entry, looked up): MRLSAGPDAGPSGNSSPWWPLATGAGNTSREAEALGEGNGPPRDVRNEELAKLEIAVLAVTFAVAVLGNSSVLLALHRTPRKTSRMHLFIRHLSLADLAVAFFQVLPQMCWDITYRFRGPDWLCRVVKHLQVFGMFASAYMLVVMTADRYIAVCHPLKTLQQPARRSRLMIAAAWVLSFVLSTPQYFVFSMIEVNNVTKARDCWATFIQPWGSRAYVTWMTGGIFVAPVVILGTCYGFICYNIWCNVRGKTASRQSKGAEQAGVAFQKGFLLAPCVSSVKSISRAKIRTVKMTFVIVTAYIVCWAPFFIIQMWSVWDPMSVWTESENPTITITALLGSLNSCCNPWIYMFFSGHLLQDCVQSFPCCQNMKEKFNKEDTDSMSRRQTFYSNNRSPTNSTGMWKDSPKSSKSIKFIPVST
MEKK2mut PB1 HTS: MEK5 binding signal on mutant MEKK2 PB1, primary screen, biochemical, multiplex bead flow cytometry, Alexa488-MEK5; 0.35% of 290,000 active; percent response, % at 10 µM; Alexa488-MEK5 binding to MEKK2 mutant; in the data active means percent response above about 24%, passing the limit was not always enough; further: inactives centre near 1; some results filed as inactive read as strong as hits
M18AAP inhibitor: PfM18AAP inhibitors, malaria aminopeptidase, primary screen, biochemical, QFRET, recombinant enzyme. M18 aspartyl aminopeptidase (Plasmodium falciparum 3D7). H-Glu-NHMec fluorogenic cleavage. inhibition, % at 7.35 µM. 1.2% of 290,000 active. AID 1822, 2009;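 active means inhibition above the campaign mean inhibition over all tested compounds plus 3 SD, cut at about 28% in these data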;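 further: 0% = plate median of test compound wells and 100% = 2 mM ZnCl2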
* hit, by the source's call; . = not tested or not shown.

SMILES	NALP1 inh	MEKK2wt PB1 HTS	OXTR ag	GPR7 antagonist	GalR3 antagonist	OXTR potentiate	V1aR counter	MEKK2mut PB1 HTS	M18AAP inhibitor
COc1cc(C(C)=O)ccc1OCC(=O)NCC1(N2CCCCC2)CCCCC1	4	108	-0.6	-10	0	-8	0.0	-10	1
O=C(CCc1c[nH]c2ccccc12)NCc1ccco1	4	97	-0.4	6	-7	-5	-0.9	-5	-3
CC(C)(c1ccccc1)c1ccc(OCCN)cc1	16	117	20*	6	-4	-12	5.5	0	4
O=C(c1ccc(Cl)c(S(=O)(=O)Nc2ccc(F)cc2)c1)N1CCN(c2ccccn2)CC1	8	104	2.2	1	-4	3	3.4	5	-12
C=CCOc1ccc(/C=N/NC(=O)CN(c2cc(Cl)ccc2OC)S(=O)(=O)c2ccc(C)c([N+](=O)[O-])c2)cc1	3	105	-1.2	-5	-3	-2	1.0	0	6
CCOc1ccc(N(C)C(=O)CCc2nnc3ccc(NCc4ccco4)nn23)cc1	18	102	-0.7	-2	-10	-2	0.2	2	9
CCCN1Cc2cccc(C(=O)NC(C)c3cccs3)c2C1=O (configuration not stated)	27	95	-2.1	0	-3	-1	-1.4	-7	1
Cc1cc2ccccc2c(=O)n1CC(=O)NC1CCCCCC1	12	104	-0.6	-10	3	-6	-0.3	3	-4
Cc1ccc(-c2nnc(SCCC(=O)N3CCOCC3)o2)cc1	-10	109	0.2	-3	-3	2	1.4	1	-2
CN(Cc1ccccc1)c1nc2nonc2nc1N1CCCC(CN2CCCC2=O)C1 (configuration not stated)	-41	75	1.0	-1	-6	4	0.1	-30	-8

Just NALP1 inh and M18AAP inhibitor, for four of the compounds above:
SMILES | NALP1 inh | M18AAP inhibitor
CCOc1ccc(N(C)C(=O)CCc2nnc3ccc(NCc4ccco4)nn23)cc1 | 18 | 9
CCCN1Cc2cccc(C(=O)NC(C)c3cccs3)c2C1=O (configuration not stated) | 27 | 1
Cc1cc2ccccc2c(=O)n1CC(=O)NC1CCCCCC1 | 12 | -4
Cc1ccc(-c2nnc(SCCC(=O)N3CCOCC3)o2)cc1 | -10 | -2

Later entries:
SMILES	NALP1 inh	MEKK2wt PB1 HTS	OXTR ag	GPR7 antagonist	GalR3 antagonist	OXTR potentiate	V1aR counter	MEKK2mut PB1 HTS	M18AAP inhibitor
CC(C)NC(=O)COC(=O)Cn1[nH]c(=O)c2ccccc2c1=O	4	94	-0.1	-3	-6	-5	0.5	-2	5
CCCCN(CC)CCCNC(=O)c1ccc(CS(=O)(=O)c2c(Cl)cccc2Cl)o1	23	114	-0.5	3	-8	-14	-0.6	8	-13
COc1ccccc1NC(=O)c1ccc2c(c1)C(=O)N(Cc1ccco1)C2=O	23	99	.	5	-5	.	.	0	-8
O=C(c1cc(C(=O)NCCc2ccccc2)c(=O)n(CCc2ccccc2)c1)c1cc(Cl)ccc1O	7	107	-0.5	-9	-1	-10	-0.4	2	-8
O=C(COC(=O)c1cc(S(=O)(=O)N2CCCCC2)ccc1Cl)NC1CCS(=O)(=O)C1 (configuration not stated)	.	.	1.8	.	-6	-7	-0.1	.	.
CN(C)C(CNS(=O)(=O)c1ccc(Br)cc1)c1cccnc1 (configuration not stated)	17	109	0.4	-4	5	-13	0.6	2	-4
Cc1ccc(C)c(OCC(O)CN2CCCCC2C)c1 (configuration not stated)	6	99	0.6	7	-5	-4	3.6	2	-13
O=C(O)Cn1cc(/C=c2/sc3nc4ccccc4n3c2=O)c2ccccc21	0	86	0.0	16	5	-7	4.3	-11	11
COC(=O)Nc1nn(Cc2ccccc2F)cc1Br	36	82	0.2	-9	-5	-2	0.8	-10	-1
COc1ccc(C(=O)N/N=C/c2cc(Br)ccc2O)cc1OC	-6	98	1.4	-2	-9	-6	2.4	-4	1

Structural class: those above containing sulfur.
SMILES	NALP1 inh	MEKK2wt PB1 HTS	OXTR ag	GPR7 antagonist	GalR3 antagonist	OXTR potentiate	V1aR counter	MEKK2mut PB1 HTS	M18AAP inhibitor
O=C(c1ccc(Cl)c(S(=O)(=O)Nc2ccc(F)cc2)c1)N1CCN(c2ccccn2)CC1	8	104	2.2	1	-4	3	3.4	5	-12
C=CCOc1ccc(/C=N/NC(=O)CN(c2cc(Cl)ccc2OC)S(=O)(=O)c2ccc(C)c([N+](=O)[O-])c2)cc1	3	105	-1.2	-5	-3	-2	1.0	0	6
CCCN1Cc2cccc(C(=O)NC(C)c3cccs3)c2C1=O (configuration not stated)	27	95	-2.1	0	-3	-1	-1.4	-7	1
Cc1ccc(-c2nnc(SCCC(=O)N3CCOCC3)o2)cc1	-10	109	0.2	-3	-3	2	1.4	1	-2
CCCCN(CC)CCCNC(=O)c1ccc(CS(=O)(=O)c2c(Cl)cccc2Cl)o1	23	114	-0.5	3	-8	-14	-0.6	8	-13
O=C(COC(=O)c1cc(S(=O)(=O)N2CCCCC2)ccc1Cl)NC1CCS(=O)(=O)C1 (configuration not stated)	.	.	1.8	.	-6	-7	-0.1	.	.
CN(C)C(CNS(=O)(=O)c1ccc(Br)cc1)c1cccnc1 (configuration not stated)	17	109	0.4	-4	5	-13	0.6	2	-4
O=C(O)Cn1cc(/C=c2/sc3nc4ccccc4n3c2=O)c2ccccc21	0	86	0.0	16	5	-7	4.3	-11	11

A few values from the entries so far:
`COC(=O)Nc1nn(Cc2ccccc2F)cc1Br` | V1aR counter = 0.8
`CC(C)NC(=O)COC(=O)Cn1[nH]c(=O)c2ccccc2c1=O` | V1aR counter = 0.5

(more compounds)
SMILES	NALP1 inh	MEKK2wt PB1 HTS	OXTR ag	GPR7 antagonist	GalR3 antagonist	OXTR potentiate	V1aR counter	MEKK2mut PB1 HTS	M18AAP inhibitor
O=C(NCc1ccccc1)c1ccc(NS(=O)(=O)c2cccs2)cc1	.	.	1.5	.	5	-3	1.2	.	.
O=C(O)c1cccc(-c2nc3ccccc3[nH]2)c1	25	100	1.2	-5	-1	1	-0.1	4	-8
COc1ccc(OCc2nnc(SCC(N)=O)n2-c2ccccc2OC)cc1	33	91	-0.2	-2	0	-9	-0.7	-9	-6
Cc1ccc(C)c(NC(=O)CN(C)C(=O)c2ccccc2OCc2c(C)noc2C)c1	.	.	-0.5	.	-9	-1	0.6	.	.
CC(C(=O)NCC(=O)Nc1ccc(F)c(F)c1F)N1CCN(c2ccc(O)cc2)CC1 (configuration not stated)	.	.	-1.0	.	-6	-5	0.1	.	.
CCOC(=O)c1c(C)n(C)c2ccc(OCC(O)CN(CC)CC)cc12 (configuration not stated)	-10	105	-0.5	-11	-2	9	-0.4	14	7
COc1ccc(NC(=O)CCC(=O)N/N=C/c2ccncc2)cc1	-6	95	0.0	-11	-5	-5	0.8	-3	0
CSCCC(NC(=O)c1ccccc1)C(=O)N1CCN(C(C)=O)CC1 (configuration not stated)	.	.	0.5	.	-1	-2	0.2	.	.
CN(C)c1nccc(NCc2ccccc2)c1C#N	-3	108	-0.3	-6	-4	-3	-0.2	0	4
O=[N+]([O-])c1cc(S(=O)(=O)Nc2cccc(Cl)c2)ccc1N=Nc1c(O)[nH]c2ccccc12	-16	94	0.2	-12	-4	1	0.3	-1	-10
O=S(=O)(c1ccccc1)N1CCN=C1SCc1ccccc1Cl	1	96	0.1	-26	-1	-13	0.9	-12	2
CCc1ccc(N2CC(C(=O)Nc3ccc(S(=O)(=O)NCC4CCCO4)cc3)CC2=O)cc1 (configuration not stated)	21	103	-0.9	-5	-9	-1	-0.5	3	1
O=C(Nc1ccc(N2CCN(C(=O)c3ccco3)CC2)cc1)c1ccc2c(c1)OCO2	-10	102	0.1	0	-5	-7	1.1	0	3
Cc1ccc(-c2nc(C3CCN(S(=O)(=O)c4ccc(C(C)(C)C)cc4)CC3)no2)cc1	-22	105	-0.2	-14	4	-5	1.0	10	-4
CCCc1cc(=O)[nH]c2nnc(SCC(=O)Nc3ccc(C(C)=O)cc3)n12	.	.	0.5	.	-3	-2	0.0	.	.
COc1cc2cc(C(=O)N(C)Cc3ccccc3)[nH]c2cc1OC	7	101	.	-2	-2	.	.	5	2
COCCNC(=O)C(OC(=O)c1ccco1)c1ccccc1OC (configuration not stated)	14	122	-0.6	7	2	-4	0.2	6	-14
CSc1ccc(/C=N/NC(=O)c2sccc2C)cc1	40	115	-0.7	-14	-6	-7	1.6	0	-5
N#C/C(=C\c1ccco1)C(=O)NCc1ccccc1	3	98	-0.7	-8	.	-9	0.3	-2	-5
Cc1ccc(S(=O)(=O)N(C)CCCC(=O)Nc2ccc(C)cc2C)cc1	14	100	1.8	11	-4	-9	5.1	-1	1
CCCCNC(=O)c1c(CSc2ccc(Cl)cc2)noc1C(=O)NCCC	.	.	-1.8	.	-4	-9	-0.4	.	.
COc1ccc(NC(=O)N2CCC(NC(=O)c3ccco3)CC2)cc1	2	104	0.8	1	-3	-1	0.6	3	-6
O=C(c1ccc(Br)cc1)N(C1=NCCCCS1)c1ccccc1	41	102	-1.5	-11	-2	-1	-0.3	13	-6
O=C(COC(=O)c1ccccc1Br)NCCc1ccc(F)cc1	25	101	-2.1	-1	4	-4	-1.1	2	-3
CCc1ccc(NC(=O)CSc2nnc(CNC(=O)c3ccco3)o2)cc1	9	101	-1.0	0	0	-18	2.2	2	-5
CC(C)CCNC(=O)CN(CC1CCCO1)C(=O)CCC(=O)Nc1ccccn1 (configuration not stated)	0	108	2.9	-1	0	-9	0.0	14	0
Cc1ccc(/C=C/C(=O)Nc2ncc(C)s2)o1	19	102	-1.2	-11	-2	-6	1.0	12	14
O=C(Cc1coc2cc(O)ccc12)NNC(=O)c1ccc(Br)s1	.	.	0.7	.	-3	-5	0.9	.	.
CN(C)c1ccc(NC(=O)/C=C/c2c(Cl)cccc2Cl)cc1	38	109	-2.2	5	-4	-5	-1.0	14	-1
C=CCn1c(=N)n(CC(=O)c2ccc(Cl)cc2)c2ccccc21	11	114	-2.4	-1	-11	-16	-0.8	7	-3
CCN1C(=O)N[C@@H](c2cccc(C(F)(F)F)c2)[C@H](C(C)=O)[C@H]1C	.	98	1.4	.	-9	-13	1.3	-3	.
CCOC(=O)/C(=N\Nc1ncnc2ccccc12)c1ccc(C)cc1	-4	96	-2.4	-7	-8	-8	-0.3	-5	5
Cc1ccc(OCC(=O)NCc2ccco2)cc1C	12	104	0.3	16	8	-5	-0.4	4	-3

Compound activity as filed in PubChem.
